Screens deposited in PubChem BioAssay by several laboratories.
TNAP activators: human TNAP enzyme activators, primary screen, biochemical, luminescent, no phosphate acceptor, uHTS (AID 1001). purified TNAP, luminescent activation assay, no phosphate acceptor; higher activation fold means a stronger effect. activation fold at 20 µM, or EC50 in µM where a hit was titrated. 200,000 tested, 0.03% active; in the data active means activation fold from about 3, or a potency from the dose series; inactive means the rest, 99 in 100 with activation fold below about 1.6; further: many of its hits are not listed in these tables
UTI89 phage lysis: protection from phage-mediated lysis, alamar blue read-out – E. coli UTI89, K1F phage, bacterial capsule biogenesis inhibitors (AID 488966); E. coli UTI89 K1F phage lysis, alamar blue, 2 h; higher % means a stronger effect; inhibition, % at 100 µM, or IC50 in µM where a hit was titrated; 340,000 tested, 0.02% active;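 active means phage lysis inhibition, versus mean bacterial control, above a set limit; inconclusive means no clear call, values can overlap the other calls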;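 further: capsule biogenesis inhibitors block K1F phage lysis so surviving cells raise fluorescence; higher fluorescence means more inhibition of phage lysis; actives were called in the ten point dose series up to 300 µM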
Rac1 GTP hydrolysis: MgcRacGAP GTPase-activating activity inhibitors, confirmation, biochemical, ADP Hunter fluorescence; 340,000 tested, 0.6% active; AID 624330; MgcRacGAP-stimulated Rac1 GTP hydrolysis, ADP Hunter fluorescence; higher % means a stronger effect; GST-tagged Rac1 F28L mutant substrate; one-dose inhibition, % at 30 µM; IC50 in µM for titrated hits;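 active means first-screen hits whose inhibition reached a set limit at any dose in the follow-up dose series; inconclusive means inhibition above the set first-screen limit but never retested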;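 further: fluorescence reports GDP produced by GAP-driven GTP hydrolysis; strong numbers were not always called active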
Large T inhibition: TAg ATPase/helicase activity blockers – biochemical (AID 1903); SV40 large T antigen ATPase/helicase inhibition assay; higher % means a stronger effect; one-dose inhibition, % at 20 µM; IC50 in µM for titrated hits; 310,000 tested, 0.39% active; in the data active means a potency from the dose series; inconclusive means inhibition mostly from about 32% at the one dose, without a potency; inactive means the rest, 99 in 100 with inhibition below about 32%; further: strong numbers were not always called active
Myeloid diff MLP: compounds promoting myeloid differentiation. AID 624256. 360,000 tested, 1% active. ER-HoxA9 myeloid progenitors, lysozyme-GFP differentiation, flow cytometry. calls only at 10 µM;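 active means normalized GFP-positive differentiation at or above the plate's own cutoff, the solvent-only control mean plus 3 SD; inconclusive means no clear call, values can overlap the other calls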;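 further: cells exposed to compound for four days before flow analysis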
PhoP inhibition: inhibitors of PhoP regulon expression, primary screen, Salmonella Typhimurium, GFP reporter (AID 1863); S. Typhimurium PhoP-regulated promoter GFP reporter, 4 h; higher % means a stronger effect; one-dose inhibition, % at 50 µM; IC50 in µM for titrated hits; 300,000 tested, 0.16% active;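 active means inhibition over 29.93%, a cutoff 3 SD above the screen mean, later confirmed by dose response; inconclusive means inhibition over 29.93% but no dose response follow-up; inactive means inhibition at most 29.93% or unconfirmed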;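 further: 0% = low Mg2+ inducing control and 100% = high Mg2+ repressing control; strong numbers were not always called active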
NTR1 ag: NTR1-driven beta-arrestin-GFP spot formation – imaging, U2OS cells, high content, primary screen (AID 493036); P30989; agonist mode; activation, % at 20 µM; 330,000 tested, 0.17% active;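 active means activation at or above 40% of the spot to cytoplasm intensity ratio, with at least 20 cells analyzed; inconclusive means wells under 20 cells, flagged as cytotoxic or low count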;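 further: 0% = DMSO without peptide and 100% = 100 nM NTR1 peptide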
Target sequence (P30989 whole entry, looked up): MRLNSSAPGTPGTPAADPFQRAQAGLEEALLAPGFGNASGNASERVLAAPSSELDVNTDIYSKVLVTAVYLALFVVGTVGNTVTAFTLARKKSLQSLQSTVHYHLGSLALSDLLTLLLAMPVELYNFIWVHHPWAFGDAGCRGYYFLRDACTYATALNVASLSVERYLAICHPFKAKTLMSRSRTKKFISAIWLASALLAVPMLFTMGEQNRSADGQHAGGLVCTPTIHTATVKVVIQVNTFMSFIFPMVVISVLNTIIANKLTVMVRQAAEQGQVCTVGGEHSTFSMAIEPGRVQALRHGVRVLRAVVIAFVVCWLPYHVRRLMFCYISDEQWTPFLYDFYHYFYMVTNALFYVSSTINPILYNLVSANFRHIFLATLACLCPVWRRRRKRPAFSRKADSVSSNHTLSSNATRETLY
T cell modulator: T cell immune modulators affecting CD8 T cell-vesicle binding; 2C CD8+ T cell-vesicle binding, flow cytometry; stronger effect = lower value; 330,000 tested, 0.068% active; calls only at 7 µM;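 active means response, share of CD8 T cells binding vesicles, and their 90th percentile fluorescence all below set limits, cut at about 80% in these data, passing the limit was not always enough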
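incubation = binding step 1.5 h, 37 °C, antibody labelling 20 min, ice | test system = 2C mouse CD8+ T cells | read-out basis = percent CD8+ FL2 mean versus row control | controls = Peptide-free naked vesicles (low) and QL9 vesicles with 0.7% DMSO vehicle (high) | detection = flow cytometry of vesicle-bound cells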
RSV CPE inhibition: RSV antiviral activity via CPE protection, HEp-2 cells, primary 10 µM value included (AID 2391); CPE inhibition, % at 10 µM, or IC50 in µM where a hit was titrated; 310,000 tested, 0.13% active; HEp-2 cells, RSV-induced CPE inhibition; higher % means a stronger effect; in the data active means a potency from the dose series; inconclusive means CPE inhibition mostly from about 23% at the one dose, without a potency; inactive means the rest, 99 in 100 with CPE inhibition below about 21%; further: strong numbers were not always called active
T cell modulator vesicle-bound %: second read-out of T cell modulator, no call of its own (marks repeat the call); double positive events, %; measured here: CD8+ vesicle-bound cell fraction;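 binding gate set so that unloaded-vesicle control wells show 10% double positive cells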
NTR1 ag cell count 20 µM: second read-out of NTR1 ag, no call of its own (marks repeat the call); cell count; measured here: cell count, cytotoxicity flag
Myeloid diff MLP GFP+ MAC1+ %: also measured in Myeloid diff MLP; calls as there; GFP+ MAC1+ double positive, %; measured here: differentiation confirmed by MAC1 staining
* = called active by the depositor; i = inactive; ? = inconclusive; · = not tested or not shown; + = active, no number; & = joins results of further samples; [ ] = another dose, or the depositor's remark.

#1 CC(C)n1nnnc1-c1cc(Cl)cc(Cl)c1
#2 CC(=O)N1CCc2cc(S(=O)(=O)NC(CC(C)C)C(=O)Nc3cc(C(=O)O)ccc3C)ccc21 (centres undefined)
#3 COc1ccc(-c2nn(-c3ccccc3C)cc2CNC(C)c2cn(C)nc2C)cc1F (centres undefined)
#4 COCCn1c(SCC(=O)NC2CCCC2)nnc1-c1ccco1
#5 Cc1cccc(C)c1NC(=S)N1CCCN(Cc2ccc(F)cc2)C1
#6 COc1ccc(/C=N/NC(=O)c2nn(-c3ccccc3)c(=O)c3c(N)scc23)cc1
#7 O=C(NC1CCC(C(=O)O)CC1)OCc1ccccc1 (centres undefined)
#8 CCOC(=O)c1c(C)n(C)c2cc(-c3cccc(C(F)(F)F)c3)c(O)cc12
#9 CCOc1ccc(S(=O)(=O)NCCCN2CCCC2=O)cc1
#10 CCn1ccc(C(=O)NCCCN2CCCC2=O)n1
Assay by compound	1	2	3	4	5	6	7	8	9	10
TNAP activators	1.1	1.1	1.1	·	1	0.9	1.1&1.1	1.1	1	·
UTI89 phage lysis	-0.9%	-0.7%	1.5%	-1.1%	0.5%	0.1%	0.1%&0.8%	0.1%	-0.4%	1.7%[50 µM]
Rac1 GTP hydrolysis	2%	6%	-4%	7%	9%	23%	9%&3%&14%	16%	2%	9%
Large T inhibition	8%	3%	8%	-7%	15%	26%	17%&-10%	6%	-2%	22%
Myeloid diff MLP	i	i	i	i	i	i	i	i	i	i
Myeloid diff MLP GFP+ MAC1+ %	1.1	1.0	0.3	3.1	0.2	1.8	0.2&0.4&1.0	0.4	0.1	1.4
PhoP inhibition	-4%	-8%	2%	4%	-4%	13%	-17%&10%	2%	-9%	0%
NTR1 ag	4.3	-2.4	8.3	-0.6	-0.4	-0.5	0.3&4.8	1.5	-2.3	-0.1
NTR1 ag cell count 20 µM	67	44	59	50	66	59	70&48	69	23	70
T cell modulator	i	i	i	i	i	i	i	i	i	i
T cell modulator vesicle-bound %	19	52	52	17	36	54	48&35	43	35	4
RSV CPE inhibition	1.5%	1.5%	0.1%	2.4%	-0.7%	0.2%	1.6%&2.2%	1.1%	0.9%	0.4%

#11 CC1(C)Cc2c(sc3c2c(=N)n(Cc2ccco2)c(=O)n3CC(=O)Nc2cccc(Cl)c2)CO1
#12 CCCCn1nc2cc(C(=O)NCc3ccco3)ccc2c1OCC
#13 Cc1ccc(-c2nnc(SCC(=O)N/N=C/c3ccccc3C(=O)O)n2C2CCCCC2)cc1
#14 CCC(C)Cn1c(C(C)C)nc2ccccc21 (centres undefined)
#15 Cn1c(SCC(=O)Nc2cccnc2)nnc1-c1ccccc1F
#16 O=C(CSc1ccc2nnc(-c3ccccn3)n2n1)Nc1ccc(F)cc1F
#17 Cc1n[nH]c(C)c1S(=O)(=O)N1CCCC(C(=O)NC2CCCc3ccccc32)C1 (centres undefined)
#18 CCOc1c2ccc(C(=O)NCc3ccc4c(c3)OCO4)cc2nn1C
#19 COc1ccc(Br)cc1S(=O)(=O)n1ccnc1C
#20 COCCCNC(=O)Cn1cnc2c(NCc3ccccc3)ncnc21
Assay by compound	11	12	13	14	15	16	17	18	19	20
TNAP activators	1.1	1.1	·	1	1.1	·	0.9	0.9	1	·
UTI89 phage lysis	0.1%	0.9%	0.3%	1.2%	-0.5%	-0.2%	0.8%	2.0%	0.4%	0.2%
Rac1 GTP hydrolysis	8%	6%	3%	2%	-4%	2%	3%	13%	8%	9%
Large T inhibition	13%	14%	11%	5%	7%	16%	7%	9%	-5%	·
Myeloid diff MLP	i	i	i	i	i	i	i	i	i	i
Myeloid diff MLP GFP+ MAC1+ %	0.5	1.3	3.1	0.1	0.4	2.2	4.3	1.6	0.9	1.1
PhoP inhibition	-20%	5%	-15%	7%	-13%	-5%	-5%	-2%	0%	·
NTR1 ag	2.0	-1.4	-0.9	-0.8	-0.1	1.0	0.0	-1.8	0.2	1.0
NTR1 ag cell count 20 µM	38	74	61	45	53	68	54	75	62	55
T cell modulator	i	i	i	i	i	i	i	·	i	·
T cell modulator vesicle-bound %	38	24	10	56	21	35	33	·	44	·
RSV CPE inhibition	2.5%	0.2%	1.0%	0.1%	-0.5%	1.1%	1.4%	-0.4%	1.3%	·

#21 O=[N+]([O-])c1cccc(-n2nncc2-c2ccccc2)c1
#22 CCN(CC)C(=O)Cn1cnc2sc(C(=O)Nc3cc(OC)c(OC)c(OC)c3)c(C)c2c1=O
#23 O=C(NCc1ccncc1)Nc1cccc([N+](=O)[O-])c1
#24 Nc1cn(C2OC(CO)C(O)C2O)c(=O)[nH]c1=O (centres undefined)
#25 CC(=O)Oc1cccc(C(=O)Nc2ccc(NC(=O)c3cccs3)cc2)c1
#26 O=C(COC(=O)/C=C/c1cccc(F)c1)Nc1ccccc1
#27 CCCCn1c(=N)n(CC(O)COc2cccc(C)c2)c2ccccc21 (centres undefined)
#28 Cn1c(=O)n(Cc2ccccc2)c(=O)c2c1nc1n2CCS1
#29 Cc1cccc(-c2n[nH]c(=S)n2/N=C/c2ccco2)c1
#30 CC(C)[C@H](NC(=O)[C@@H]1Cc2c([nH]c3ccccc23)C2c3ccccc3C(=O)N21)C(=O)NCC1CCCO1 (some centres undefined)
Assay by compound	21	22	23	24	25	26	27	28	29	30
TNAP activators	·	1.1	1.1	·	·	1.1	1.1	1.1	·	·
UTI89 phage lysis	0.0%	0.2%	0.1%	0.3%	-0.3%[50 µM]	0.5%	-0.2%	0.0%	0.0%	2.3%
Rac1 GTP hydrolysis	10%	3%	3%	9%	5%	-20%	-4%	11%	90µM*	0%
Large T inhibition	-1%	0%	6%	10%	-7%	7%	3%	9%	18%	12%
Myeloid diff MLP	i	i	i	i	i	i	+	i	i	i
Myeloid diff MLP GFP+ MAC1+ %	0.3	1.1	0.1	0.3	1.2	0.5	2.8*	1.1	0.5	4.3
PhoP inhibition	5%	-12%	-4%	4%	8%	-4%	15%	5%	-5%	1%
NTR1 ag	0.4	-0.6	-1.0	-1.4	0.8	1.7	5.0	-1.7	0.5	-3.7
NTR1 ag cell count 20 µM	69	45	54	56	49	38	68	80	43	29
T cell modulator	i	i	i	i	i	i	i	i	i	i
T cell modulator vesicle-bound %	40	11	8	58	0	58	25	33	58	22
RSV CPE inhibition	-0.5%	-1.1%	-1.6%	1.1%	4.2%	1.4%	1.5%	3.3%	2.0%	·

Next part, starting with the last 4 of the part before.
#27 CCCCn1c(=N)n(CC(O)COc2cccc(C)c2)c2ccccc21 (centres undefined)
#28 Cn1c(=O)n(Cc2ccccc2)c(=O)c2c1nc1n2CCS1
#29 Cc1cccc(-c2n[nH]c(=S)n2/N=C/c2ccco2)c1
#30 CC(C)[C@H](NC(=O)[C@@H]1Cc2c([nH]c3ccccc23)C2c3ccccc3C(=O)N21)C(=O)NCC1CCCO1 (some centres undefined)
#31 CCCOc1ccc(C(=O)CCC(=O)OCC(=O)Nc2ccc(Oc3ccccc3)cc2)cc1
#32 O=C(c1ccccc1-c1ccccc1)N1CCN(c2ccccn2)CC1
#33 CC(OC(=O)CN1C(=O)NC2(CCCC2)C1=O)C(=O)c1ccc(C(C)(C)C)cc1 (centres undefined)
#34 CN1CCN(/N=C/c2ccc(N(C)c3ccccc3)cc2)CC1
#35 COc1ccc(N(C(=O)c2ccco2)C(C(=O)NC2CCCC2)c2ccccc2)cc1 (centres undefined)
#36 CN1CCN(C(CNS(=O)(=O)c2cccs2)c2cccnc2)CC1 (centres undefined)
#37 O=[N+]([O-])c1cccc(-c2noc(COc3ccccc3)n2)c1
#38 CS(=O)(=O)CCSc1ncccc1C(=O)NCc1cccs1
#39 O=C(O)c1ccc(SCc2cnc(Cl)s2)cc1
#40 Cc1cccn2c(=O)nc(SCC(=O)N3CCC(Cc4ccccc4)CC3)nc12
#41 O=C1CSC(c2ccccc2)N1c1ccc([N+](=O)[O-])cc1 (centres undefined)
#42 CCOC(=O)c1csc(NC(=O)CSc2nnnn2-c2ccc3c(c2)OCCO3)n1
#43 O=C(c1ccc(Br)o1)N1CC=C(c2ccccc2)CC1
Assay by compound	27	28	29	30	31	32	33	34	35	36	37	38	39	40	41	42	43
TNAP activators	1.1	1.1	·	·	1.1	1.1	·	1	·	1.1	1.1	·	1.1	·	·	1	·
UTI89 phage lysis	-0.2%	0.0%	0.0%	2.3%	·	1.2%	0.8%[50 µM]	1.0%	0.1%	0.6%	0.1%	·	-1.7%	-0.2%[50 µM]	0.0%	0.6%	2.4%
Rac1 GTP hydrolysis	-4%	11%	90µM*	0%	·	1%	5%	27%	4%	-1%	2%	·	4%	6%	6%	8%	-9%
Large T inhibition	3%	9%	18%	12%	4%	-6%	17%	?	10%	4%	7%	8%	-1%	14%	-1%	13%	·
Myeloid diff MLP	+	i	i	i	·	·	i	i	i	i	i	i	i	i	i	i	i
Myeloid diff MLP GFP+ MAC1+ %	2.8*	1.1	0.5	4.3	·	·	0.5	1.2	0.7	1.6	0.1	0.9	0.3	0.6	0.7	0.7	1.3
PhoP inhibition	15%	5%	-5%	1%	10%	-7%	-6%	5%	2%	-10%	-3%	1%	2%	-7%	-5%	1%	·
NTR1 ag	5.0	-1.7	0.5	-3.7	2.0	2.6	0.6	-1.8	-0.4	4.5	2.6	-0.8	-1.8	5.8	-1.2	3.7	0.4
NTR1 ag cell count 20 µM	68	80	43	29	76	51	64	63	67	52	50	99	95	71	60	55	62
T cell modulator	i	i	i	i	i	·	i	i	i	i	i	i	i	i	i	i	i
T cell modulator vesicle-bound %	25	33	58	22	26	·	56	29	44	30	46	51	43	45	37	19	36
RSV CPE inhibition	1.5%	3.3%	2.0%	·	-0.4%	0.7%	-0.4%	0.2%	1.7%	1.1%	0.4%	1.9%	0.8%	11%	1.7%	-0.2%	·
